Screens as filed in PubChem BioAssay.
sPLA2-III inh: Inhibits HGIII-sPLA2 liposome hydrolysis, primary screen. Q9NZ20. QFRET BODIPY PC-A2 liposome hydrolysis, fluorescence. inhibition, % at 12.2 µM. 0.56% of 370,000 active. AID 743126;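 active = inhibition above mean plus 3 SD of compounds lying within the high and low control bounds, cut at about 19% in these data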;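 also: 0% = median of test compound wells and 100% = no enzyme DMSO wells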
DDE Tn6 FP inh: inhibitors of Tn6 peptide binding to human fibrin DD(E) | inhibition, % at 8.3 µM | 0.21% of 370,000 active | Fibrin DD(E) TRITC-Tn6 fluorescence polarization displacement | AID 720509 | P02675;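 active = inhibition above a per-campaign cutoff: mean of compounds within control limits plus 3 SD, cut at about 15% in these data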;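 also: 0% = median of all compound wells on the plate and 100% = blocking peptide control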
ADAM10 inh: ADAM10 inhibition, QFRET primary screen; recombinant ADAM10, EDANS/DABCYL FRET peptide cleavage, 3 h; inhibition, % at 7 µM; 0.62% of 370,000 active; AID 720582;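 active = inhibition above a per-campaign cutoff equal to the mean of compounds falling between control-based bounds plus 3 SD, cut at about 20% in these data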;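 also: 0% = DMSO wells while the 100% control is not disclosed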
ARFGAP1 inh: inhibits rat ARF GTPase activating protein 1; Q62848; Arfgap1-stimulated ARF1 GTP hydrolysis, GDP FP detection; inhibition, % at 16.5 µM; 0.26% of 360,000 active;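 active = inhibition above a per-plate limit, mean inhibition of low control wells plus 3 SD, cut at about 25% in these data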;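 also: 0% = DMSO wells with enzyme and 100% = wells lacking Arfgap1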
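system = rat Arfgap1 catalytic domain, aa 1-136 | technique = FP, GDP Alexa 633 tracer displaced from anti-GDP antibody, 620/688 nm | compound = one concentration, 16.5 µM, DMSO 1.26% | medium = HEPES-based buffer, pH 7.5 | timing = compound-enzyme preincubation 20 min, reaction 120 min, detection 60 min, 25 °C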
FXN GAA850 act: frataxin GAA850 promoter activation; HEK293 lucGAA850 FXN promoter luciferase reporter, 24 h; percent of 10 µM SAHA response; activation, % at 6 µM; 0.56% of 360,000 active; AID 540364;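 active = activation above the average of all compounds screened plus 3 SD, cutoff fixed separately per campaign, cut at about 7.5% in these data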;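 also: 0% = DMSO wells and 100% = 10 µM SAHA wells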
ASAP1 GAP inh: inhibitors of human ASAP1 ArfGAP activity | inhibition, % at 16.5 µM | ASAP1-stimulated ARF1 GTP hydrolysis, GDP FP detection | 0.19% of 360,000 active | AID 624377; in the data active = inhibition above about 25%;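 also: 0% = vehicle with enzyme and substrate and 100% = no enzyme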
GC-B act: GC-B (human) receptor activation | P20594 | HEK293-GC-B cells, CNP EC30, cGMP TR-FRET; 0% at EC30 CNP, 100% saturating CNP | activation, % at 10 µM | 0.11% of 370,000 active;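 active = activation at 10 µM reaching about 35% in either raw or pattern-adjusted values, limit read from the data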
Target sequence (P20594 whole entry, looked up): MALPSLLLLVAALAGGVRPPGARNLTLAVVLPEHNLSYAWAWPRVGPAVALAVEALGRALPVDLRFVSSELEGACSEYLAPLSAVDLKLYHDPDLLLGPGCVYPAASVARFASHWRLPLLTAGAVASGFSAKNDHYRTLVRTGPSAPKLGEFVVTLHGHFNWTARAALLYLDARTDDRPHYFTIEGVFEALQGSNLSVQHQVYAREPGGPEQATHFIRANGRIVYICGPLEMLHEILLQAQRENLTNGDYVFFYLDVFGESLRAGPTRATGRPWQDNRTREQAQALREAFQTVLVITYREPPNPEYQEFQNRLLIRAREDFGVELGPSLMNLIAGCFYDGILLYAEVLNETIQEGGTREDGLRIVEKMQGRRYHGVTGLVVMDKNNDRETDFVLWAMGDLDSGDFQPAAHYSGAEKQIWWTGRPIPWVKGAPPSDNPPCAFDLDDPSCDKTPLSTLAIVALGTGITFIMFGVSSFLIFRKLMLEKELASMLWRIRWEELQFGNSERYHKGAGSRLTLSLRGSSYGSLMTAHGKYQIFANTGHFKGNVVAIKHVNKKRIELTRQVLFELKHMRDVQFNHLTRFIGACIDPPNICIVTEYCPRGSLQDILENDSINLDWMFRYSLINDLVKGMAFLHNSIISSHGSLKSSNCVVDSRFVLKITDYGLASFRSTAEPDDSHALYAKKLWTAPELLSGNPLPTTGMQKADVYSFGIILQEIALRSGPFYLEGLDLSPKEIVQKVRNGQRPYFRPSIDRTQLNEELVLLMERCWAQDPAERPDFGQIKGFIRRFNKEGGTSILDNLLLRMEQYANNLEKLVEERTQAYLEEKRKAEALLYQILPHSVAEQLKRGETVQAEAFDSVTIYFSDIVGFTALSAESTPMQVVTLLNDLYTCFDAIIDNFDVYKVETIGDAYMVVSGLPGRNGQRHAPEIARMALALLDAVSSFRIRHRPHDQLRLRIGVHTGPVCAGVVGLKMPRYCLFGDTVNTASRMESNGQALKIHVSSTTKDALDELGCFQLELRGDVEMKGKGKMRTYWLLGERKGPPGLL
rCAG RNA binder: molecules binding r(CAG) RNA repeats; 1.3% of 370,000 active; inhibition, % at 3 µM; r(CAG) RNA repeat, TO-PRO-1 dye displacement fluorescence; AID 651821;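 active = inhibition above the plate cutoff, the mean of all test compounds on that plate plus 3 SD, cut at about 35% in these data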;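 also: 0% = DMSO alone and 100% = 100 µM mitoxantrone as full dye displacement; higher means more dye released from RNA so lower well fluorescence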
GC-A act: GC-A (human) enzyme activation; P16066; HEK293 GC-A cells, cGMP TR-FRET, EC30 ANP; 0% at EC30 ANP, 100% saturating ANP; activation, % at 10 µM; 0.14% of 370,000 active; AID 1671463; in the data active = activation above about 40%
KLK7 zymogen act: activators of human kallikrein-7 zymogen; P49862; purified proKLK7, EDANS-DABCYL substrate fluorescence; 100% is mature enzyme control, 0% vehicle; activation, % at 7 µM; 0.9% of 370,000 active;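 active = activation above the mean of all tested compounds plus 3 SD, computed per campaign excluding outliers beyond control limits, cut at about 13% in these data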
Numbers without * were called inactive; . = not tested or not shown; & = joins results of further samples.

Values run as follows: sPLA2-III inh	DDE Tn6 FP inh	ADAM10 inh	ARFGAP1 inh	FXN GAA850 act	ASAP1 GAP inh	GC-B act	rCAG RNA binder	GC-A act	KLK7 zymogen act
> Cc1onc(-c2ccccc2Cl)c1C(=O)OCC(=O)c1c(N)n(C)c(=O)n(C)c1=O
 : -10	-2	-3	-2	-0.2	2	1	-1	11	-0.5
> O=C(CCc1ccccc1Cl)Nc1ccc(S(=O)(=O)N2CCOCC2)cc1
 : 0	-6	6	-5	1.2	1	-1	9	0	-1.4
> Cc1ccc(-n2c(C)csc2=N)cc1
 : -4	0	2	-1	7.4	7	-8	7	2	0.1
> CC(C)(C)n1ncc2c(=O)n(CC(=O)N3CCCc4ccccc43)cnc21
 : 3	-4	-1	3	-0.9	4	4	-3	0	-0.2
> COc1ccccc1NC(=S)N(Cc1ccccc1)Cc1cccnc1
 : 0	-8	7	-10	0.8	1	-3	0	-6	-0.1
> O=C(OCC(=O)N(CCc1ccccc1)Cc1ccccc1)c1cc(S(=O)(=O)N2CCOCC2)ccc1F
 : -8	-2	13	5	0.0	-3	2	6	0	0.7
> CCOC(=O)N1CCN(C(=O)c2ccc(NS(=O)(=O)c3ccc(C)cc3)cc2)CC1
 : -4	-4	2	0	-1.2	-2	-5	-2	1	0.4
> CCCNC(=O)c1c(NC(=O)C2COc3ccccc3O2)sc2c1CCCC2 (configuration not stated)
 : -1	-5	0	2	0.2	-5	-17	0	1	0.6
> CCOc1ccccc1N(CC(=O)O)S(=O)(=O)c1ccc(C)cc1
 : 4	-4	4	5	0.1	2	2	2	4	0.5
> Cc1ccc2nc(C)c3c(c2c1)SCC3
 : 2	-1	-43	3	0.3	-1	-1	-1	6	1.0
> COC(=O)CCCC(=O)N1CCC(CCC(=O)NC2CC2)CC1
 : -3	4	6	10	-0.1	-10	-1	-1	5	0.2
> CCCN1CCS(=O)(=O)N(Cc2cn(Cc3ccc(Cl)cc3)nn2)C(C(=O)OC)C1 (configuration not stated)
 : 1	-2	-3	.	.	.	3	-3	4	-0.6
> Cc1cc(C(=O)NNC(=O)Nc2ccc(Cl)cc2)no1
 : -6	-8	-7	2	0.5	-6	-4	0	-5	-0.5
> CCCn1nnc(NC(=O)c2cccc(OCC)c2)n1
 : -7	4	1	9	1.6	-15	0	-2	-4	-0.8
> Cc1sc2c(c1C)c(=O)n(-c1ccccc1)c(=O)n2CC(=O)NCC1CCCO1 (configuration not stated)
 : 9	-5	1	-8	2.5	0	0	1	2	-0.5
> C=CCC[C@H](Cc1ccc(F)cc1)C(=O)OC[C@H](C)NC(=O)[C@@H](CC=C)CC(=O)N[C@H](CO)Cc1ccccc1
 : -1	-2	5	10	-4.7	11	-5	-9	0	0.4
> CC(NC(=O)c1cccc(N2CCCC2=O)c1)c1ccc2c(c1)OCCO2 (configuration not stated)
 : 4	5	4	-3	0.4	5	-1	5	5	-0.1
> COc1cccc(NC(=O)CCCn2c(=S)[nH]c3ccccc3c2=O)c1
 : -7	9	-2	2	-1.1	-1	-5	6	-2	0.2
> CCS(=O)(=O)N1CCC(C(=O)Oc2ccccc2Cl)CC1
 : 2	5	-13	-1	2.3	13	4	-3	4	-0.2
> CN(C)c1ccc(/C=C2\C(=N)N3N=C(CC(=O)N4CCCCC4)SC3=NC2=O)cc1
 : -10	-6	-15	15	0.6	14	-4	13	-5	-1.1
> C/C(=N\N=C(N)N)c1ccc(Cl)cc1Cl
 : 4	2	-9	11	-1.3	8	-7	12	-6	0.1
> COc1cc(/C=C/C(=O)c2ccc([N+](=O)[O-])o2)ccc1O
 : 1	2	1	4	12*	4	-3	2	-2	0.3
> COC(=O)c1ccc(Cn2nnc3c(=O)[nH]c(C4CCCN(S(=O)(=O)c5cccc(Cl)c5)C4)nc32)cc1 (configuration not stated)
 : -4	0	7	-2	-0.1	-2	1	3	2	-0.8
> CC(C)Oc1cc(S(=O)(=O)N2CCCCC2)ccc1N
 : 6	0	5	1	-0.5	1	-3	6	3	-1.1
> CCN(CC(=O)Nc1c(F)cccc1F)C(=O)c1nc2nccc(C)n2n1
 : 17	1	-7	1	2.6	-9	-1	2	0	-0.3
> C=C(C)Cn1c(SCC(=O)N/N=C/c2ccccc2)nc2ccccc2c1=O
 : -5	12	0	-8	2.4	11	-6	2	0	0.0
> COc1ccc(OC)c(S(=O)(=O)NCc2ccc(N3CCN(C)CC3)cc2)c1
 : 1	-2	-5	15	-2.8	-3	0	-6	1	-0.4
> CSCCC(NC(=O)C1CCC(C)CC1)C(=O)NCc1ccco1 (configuration not stated)
 : 6	-4	3	12	1.2	2	1	0	4	0.2
> Cc1ccc(NC(=O)CSc2nnc(Cn3cnc4ccccc43)o2)c(C)c1
 : 1	-2	5	2	0.0	0	1	-1	-2	0.5
> CCn1c(SCC(=O)NC(C)(C)C)nc(O)cc1=O
 : -2	3	-3	1	-0.5	-1	-7	6	1	0.2
> Cn1c(=O)c(C(=O)NCc2ccc(F)cc2)c(O)c2ccccc21
 : -3	-13	-3	-6	0.2	3	6	-2	-9	0.1
> CN(CC(=O)Nc1ccc(Cl)cc1)C(=O)c1ccc(-n2cncn2)c([N+](=O)[O-])c1
 : -2	2	1	0	1.3	2	-3	2	-1	-0.2
> CCCCN1C[C@H](c2ccc(Br)cc2)[C@@H](CC(=O)Nc2ccc(Br)cc2)C1=O
 : 1	3	-11	6	1.2	-13	2	3	-2	0.5
> CC1(C(=O)NCCC(F)(F)F)Cc2c(-c3cccc(C(F)(F)F)c3)ccnc2O1 (configuration not stated)
 : -1	-1	-5	5	-6.1	11	-1	-4	-8	-0.3
> COc1ccc(S(=O)(=O)N2CC(O)CC2C(=O)OCc2nc3sc(C)c(C)c3c(=O)[nH]2)cc1 (configuration not stated)
 : -4	1	-7	11	1.0	-7	4	9	-1	-0.6
> COc1ccccc1NC(=O)CCN1CCN(c2ccc(Cl)cc2)CC1
 : 2	-6	-4	5	2.4	-3	-2	-10	3	-0.2
> O=C(NNc1c(F)c(F)cc(F)c1F)c1ccco1
 : 0	4	-6	8	-0.2	-1	1	1	-1	-0.4
> COc1cccc(-c2cccc3c2NC(=O)C3(C)Cc2ccccc2F)c1 (configuration not stated)
 : 3	6	2	5	0.1	11	-9	0	1	0.1
> CCN(C(=O)c1cc(Cl)ccc1OC)c1ccccc1C
 : -3	-6	-5	-3	-1.1	4	-22	-1	-13	0.6
> NC(=O)c1c(/N=C/c2cccs2)sc2c1CCCC2
 : -8	1	-20	13	3.5	6	-2	4	-1	1.0
> CN1C2CCC1CC(NC(=O)c1ccc(Cl)cc1)C2 (configuration not stated)
 : 13	5	-2	-9	0.5	0	1	-3	0	0.7
> Nc1[nH]c(C(=O)c2ccccc2)c(-c2cccnc2)c1C(=O)c1ccccc1
 : 12	-9	-1	4	.	5	-8	2	-3	0.1
> CCOC(=O)c1ccc(NC(=O)c2nc[nH]c2C(=O)N[C@@H](C)CO)cc1
 : -4	0	-12	-1	2.2	7	-1	-1	2	0.5
> CCc1nnc(NC(=O)CSc2nnc3scc(-c4ccc(C)cc4)n23)s1
 : -5	0	5	3	-0.9	7	-1	0	-3	-0.4
> CCc1nccn1S(=O)(=O)c1cc(OC)ccc1OC
 : 3	-1	7	-5	0.4	-3	2	-3	4	0.1
> CS(=O)(=O)NCCSCc1c(F)cccc1Cl
 : 3	5	-9	-3	0.9	1	3	-1	6	0.0
> COc1ccccc1CCC(=O)NNC(=O)c1ccncc1
 : 0	-9	2	9	1.0	-5	-1	0	1	-0.3
> O=[N+]([O-])c1ccc(N2CCCC2)cc1N1CCCC1
 : 7	2	6	-2	0.9	6	4	-3	-1	-0.8
> Cc1c(OCC(=O)NCc2cccnc2)ccc2c3c(c(=O)oc12)CCC3
 : 5	11	-24	1	1.2	7	-4	-3	-2	0.4
> COc1cc(NC(=O)c2ccccc2Cl)c(OC)cc1NC(=O)CN1CCOCC1
 : -5	5	2	10	1.1	5	-2	1	4	0.6

Other records
Values run as follows: sPLA2-III inh	DDE Tn6 FP inh	ADAM10 inh	ARFGAP1 inh	FXN GAA850 act	ASAP1 GAP inh	GC-B act	rCAG RNA binder	GC-A act	KLK7 zymogen act
> CN(C)C(=O)Oc1cccc([N+](C)(C)C)c1
 : 5&1	-4&2	-13&-5	2&-3	1.5&4.9	-7&-6	-2	1&0	3	-0.1&0.1
> O=C(CSc1nc2ccccc2c(=O)[nH]1)N1CCOCC1
 : 7	-3	0	4	-2.9	10	2	1	-1	0.1
> O=C(NCC(c1ccc(F)cc1)N1CCOCC1)c1cccnc1Sc1ccc(Cl)cc1 (configuration not stated)
 : -2	-7	0	4	0.5	2	-3	-4	1	-0.3
> Cc1c(Cl)c([N+](=O)[O-])nn1CC(=O)Nc1ccc2c(c1)OCO2
 : -2	-8	2	12	1.2	-12	2	1	-2	-0.2
> CCOc1ccc2[nH]c(=O)c(CN(CCO)C(=O)CC)cc2c1
 : 1	5	-286	-1	-1.9	0	3	1	-4	1.6
> COc1ccc(OC)c(C(=O)NC(CC(N)=O)c2ccc(N3CCCCCC3)c([N+](=O)[O-])c2)c1 (configuration not stated)
 : 3	-4	-8	8	2.3	-2	5	12	0	-0.1
> CCC(C(=O)OC)n1cnc2c(cnn2-c2ccc(Cl)cc2)c1=O (configuration not stated)
 : 5	-1	0	10	1.2	8	4	-1	5	-0.2
> Cc1cc(C)cc(N(CCC#N)C(=O)COC(=O)C2CCN(c3ccc(C(F)(F)F)cn3)CC2)c1
 : -5	-4	12	-12	1.1	-10	-7	-3	-13	0.2
> Cc1[nH]nc2c1C(c1ccccc1F)NC2=O (configuration not stated)
 : -2	-6	-4	-16	1.1	5	4	0	7	0.2
> COC(=O)[C@]12C[C@H](CC(=O)NCc3ccccc3)C(=O)N(Cc3ccc(Cl)cc3Cl)C1=C[C@H](C1CCCC1)O[C@@H]2C
 : -11	3	3	.	.	.	-16	5	-26	-0.4
> COc1ccc(OC)c(NC(=O)Nc2cc(C(=O)O)ccc2C)c1
 : -2	-8	0	-6	2.3	-5	-3	2	5	-0.3
> CCOC(=O)C1=C(C)N(C)C(=O)NC1c1c(OC)ccc2ccccc12 (configuration not stated)
 : 1	0	3	4	2.9	-3	-1	-4	-10	-0.1
> CN1CCN(C(=O)c2cccc(NS(=O)(=O)c3ccc(Br)cc3)c2)CC1
 : -5	7	0	-8	2.0	-15	10	7	-1	0.2
> CCN1C(=O)NC(c2ccc(Cl)cc2)C2=C1CCCC2=O (configuration not stated)
 : -1	6	-5	5	1.2	3	-1	2	5	-0.1
> CN1CCN(CC(=O)Nc2ccc(Oc3ccccc3)cc2)CC1
 : -4	-4	1	16	0.6	-20	3	-2	15	0.0
> COc1ccc(C(=O)NCCn2cc(SCC(=O)NCc3ccco3)c3ccccc32)cc1
 : -5	0	2	-8	-0.6	-6	-12	-1	-15	0.7
> COC1=C[C@H](C(=O)NCCNC(C)=O)[C@@]2(C)Cc3ccccc3[C@H]2CC1=O
 : 4	3	-3	.	.	.	9	4	-1	0.6
> NC(=O)N/N=C/c1ccc(-c2cccc(C(F)(F)F)c2)o1
 : 5	0	-14	-5	3.8	0	0	2	-5	-1.4
